# Bioassay records (PubChem BioAssay)
# NCI-60 one-dose screen, 48 h, at 10 µM unless noted. Numbers give growth in % (100 = growth as untreated, 0 = no growth, -100 = all killed).
# 786-0 – 786-0 renal cancer cells; 81,000 tested, 5.1% active
# CAKI-1 – CAKI-1 renal cancer. 75,000 tested, 4.7% active. AID 1794772
# UO-31 – UO-31 renal cancer; 81,000 tested, 5.2% active; AID 1794768
# RXF 393 – RXF 393 renal cancer cells; 77,000 tested, 6.9% active
# SN12C – SN12C renal cancer cells; 81,000 tested, 3.8% active; AID 1794767
# PC-3 – PC-3 prostate cancer cells. 80,000 tested, 3.9% active. AID 1794754
# A498 – A498 renal cancer cells; 76,000 tested, 5.4% active
# TK-10 – TK-10 renal cancer cells | 81,000 tested, 3.9% active
# ACHN – ACHN renal cancer. 81,000 tested, 4.9% active
# * = called active by the depositor; x = no result given; & = joins results of further samples; ! = not active in a repeat. The calls were made as follows: active = growth percent below 10; inactive = the rest.
SMILES,786-0,CAKI-1,UO-31,RXF 393,SN12C,PC-3,A498,TK-10,ACHN
Cc1cc(C)nc(/N=C/c2ccccc2O)c1,107.4,97.6,91.9,121.4,99.6,98.0,141.5,118.4,109.5
N[C@H](CS)C(=O)O,105.1,70.4,92.4,x,106.9,94.1,117.0,97.3,101.7
CC(C)=CC/C=C(/C)[C@H]1CC[C@]2(C)[C@@H]1CC[C@@H]1[C@@]3(C)C/C(=C/c4cccc([N+](=O)[O-])c4)C(=O)C(C)(C)[C@@H]3CC[C@]12C,101.9,86.3,84.9,101.4,99.4,94.9,93.7,102.9,96.3
O=C(O)c1sccc1O,99.1,x,48.1,84.6,76.3,49.3,89.1,133.0,70.7
Nc1nc2ccccc2c2c(=O)c3cc(Cl)ccc3sc12,98.5,87.8,86.6,107.6,94.9,90.7,107.4,109.1,99.8
Cn1c(O)c(C=Nc2ccc(S(N)(=O)=O)cc2)c2ccccc21,97.3,61.0,75.8,93.2,83.2,100.9,133.4,92.3,83.9
O=C1N=c2ccc(Cl)cc2=C1c1sc(=Nc2ccccc2)n(Cc2nc3ccccc3[nH]2)c1O,111.1,89.6,72.6,100.5,92.4,80.7,103.3,134.5,87.7
O=c1[nH]c2ccccc2c(O)c1/C=N/Nc1nc(-c2ccccc2)cs1,x,37.0,35.8,86.1,77.1,61.9,87.1,64.8,30.9
Cc1ccc(S(=O)(=O)Nc2ccc(-c3cc(-c4cccc(C)c4)c(C#N)c(N)n3)cc2)cc1,100.2,40.8,60.5,72.2,85.5,62.9,83.3,151.2,84.7
CSCC(C(=O)NCc1ccc(Cl)cc1Cl)N1C(=O)C2CCCCC2C1=O (configuration not stated),116.7,79.4,66.3,71.0,99.6,88.1,107.6,216.7,96.7
O=CNc1ccc2c(c1)Cc1cc([N+](=O)[O-])ccc1-2,38.1,29.9,33.3,-14.6*,38.9,32.3,39.2,37.6,56.6
CN(CCC#N)c1ccc(/C=C(\C#N)c2cccc(C(F)(F)F)c2)cc1,74.9,49.8,53.4,71.7,72.1,61.1,74.1,69.3,76.1
CCOC(=O)c1c2ncccc2n2c(=O)n(-c3ccccc3Cl)nnc12,100.7,75.5,75.6,112.9,100.7,87.7,108.1,136.2,103.8
Nc1cc(C(F)(F)F)c(-c2cc(N3CCOCC3)nc(N3CCOCC3)n2)cn1,-9.2*,-25.1*,-34.4*,-39.7*,-4.0*,-10.4*,-80.4*,-35.4*,-8.5*
COc1cc2c(cc1OC)-c1c(oc3c4c(ccc3c1=O)OC(C)(C)C=C4)CO2,76.6,x,66.9,96.9,92.2,75.1,56.1,67.9,x
Oc1ccccc1/C=N\NC(=S)N/N=C/c1ccccc1O,27.1&29.0,-15.7*!,15.5&12.4,63.9&80.7,51.3&58.8,35.0,58.5,24.3&51.4,10.8&15.0
CCN(CC)c1ncnc2c1ncn2Cc1nnc2c3ccccc3c(Cl)nn12,99.6,79.7,67.7,76.8,87.9,87.9,80.9,108.3,66.5
C(=C(\C1=NCCN1)n1ccc2ccccc21)/c1ccccc1,98.3,80.7,62.4,89.9,98.3,95.5,101.7,89.2,95.9
S=C(c1ccc2c(c1)OCO2)N1CCN(c2ccccc2Cl)CC1,92.4,83.8,79.4,109.2,109.9,84.7,97.0,104.6,99.0
COC(=O)c1c2c(n3ccccc13)C(=O)c1ccccc1C2=O,71.5,56.0,35.0,72.1,53.2,47.2,67.1,80.7,38.6

# Of the compounds above, these contain a carbonyl joined to an NH by a bond outside any ring:
SMILES,786-0,CAKI-1,UO-31,RXF 393,SN12C,PC-3,A498,TK-10,ACHN
CSCC(C(=O)NCc1ccc(Cl)cc1Cl)N1C(=O)C2CCCCC2C1=O (configuration not stated),116.7,79.4,66.3,71.0,99.6,88.1,107.6,216.7,96.7
O=CNc1ccc2c(c1)Cc1cc([N+](=O)[O-])ccc1-2,38.1,29.9,33.3,-14.6*,38.9,32.3,39.2,37.6,56.6

# The main list resumes, starting 2 compounds before the break.
SMILES,786-0,CAKI-1,UO-31,RXF 393,SN12C,PC-3,A498,TK-10,ACHN
S=C(c1ccc2c(c1)OCO2)N1CCN(c2ccccc2Cl)CC1,92.4,83.8,79.4,109.2,109.9,84.7,97.0,104.6,99.0
COC(=O)c1c2c(n3ccccc13)C(=O)c1ccccc1C2=O,71.5,56.0,35.0,72.1,53.2,47.2,67.1,80.7,38.6
O=C(Oc1ccccc1)c1ccccc1O,90.3,96.6,89.2,113.0,96.9,99.3,101.3,96.6,97.2
O=C(CSc1nc2ccccc2c(=O)n1-c1ccc(Cl)cc1)N/N=C/c1ccc(N2CCOCC2)cc1,102.0,x,92.5,x,98.3,89.4,96.1,122.2,102.2
S=c1c2ccccc2nc2n1CCc1c-2[nH]c2ccccc12,46.9,36.6,56.8,28.7,60.9,60.8,111.7,69.0,42.4
CCOc1c(OC)cc2c(c1OCC)C(=O)N[C@@H]1[C@@H](O)[C@@H](O)[C@H](O)C[C@@H]21,102.6,85.2,81.9,103.9,101.1,93.3,109.7,97.1,103.6
CCC(N)C(O)(c1ccccc1)c1ccccc1 (configuration not stated),102.2,104.4,91.0,113.8,107.2,92.9,96.3,81.0,108.2
C=CCC1(O)C(c2ccccc2)=C(c2ccccc2)C(c2ccccc2)=C1c1ccccc1,71.1,65.9,48.8,81.5,74.6,35.0,89.4,80.0,79.1
C[C@H]1c2ccccc2CN1CCCOc1cc2c(cc1OCC1CC1)C1(CCCC1)C(N)=N2,56.4,18.5,29.3,34.2,67.6,44.6,32.5,92.7,69.0
COc1cc(/C=C/C(=O)c2cc(NC(=O)c3ccc4cc(-c5cc(OC)c(OC)c(OC)c5)ccc4c3)ccc2O)cc(OC)c1OC,73.3,102.1,75.8,83.7,99.8,84.0,92.7,105.1,90.3
CCOC(=O)CC(O)(c1ccccc1)c1ccccc1,80.7,98.5,x,113.7,113.8,108.8,90.0,114.6,129.7
CCOC(=O)C1=C(c2ccccc2)N=c2s/c(=C\c3cc(C)n(-c4ccc(F)cc4)c3C)c(=O)n2C1c1cccc(OC)c1OC (configuration not stated),97.5,110.8,98.0,112.8,103.3,x,107.6,95.5,102.9
COC(=O)C1=Nc2ccc(F)cc2/C1=C\c1sc(=O)[nH]c1S,84.6,73.5,54.5,112.5,91.6,76.8,67.2,161.6,82.8
COc1ccc(-c2nn3c(=O)c(C#N)c(-c4cn(-c5cccc(Cl)c5)nc4-c4ccc(OC)cc4)c(C#N)c3[nH]2)cc1,67.9,84.6,60.0,66.4,88.1,81.4,x,87.2,94.6
c1ccc(CC(NCCNC(Cc2ccccc2)c2ccccc2)c2ccccc2)cc1 (configuration not stated),35.9,7.4*,27.3,-8.1*,x,24.2,61.8,61.1,20.6
O=C(O)CCCN1C(=O)/C(=C/c2cn(-c3ccccc3)nc2-c2cccc([N+](=O)[O-])c2)SC1=S,66.2,63.8,48.0,77.2,52.1,58.6,57.4,78.9,61.1
CC(/C=N\NC(=O)C(=O)N/N=C/C(C)=C/c1ccccc1)=C\c1ccccc1,107.7,88.5,84.5,108.5,91.7,94.4,x,91.2,92.9
COc1ccc(/C=N/NC(=O)C[N+](C)(C)C)cc1S(=O)(=O)O,113.2,91.5,82.4,117.4,106.3,90.0,92.4,109.9,96.7
Cc1cc(-c2ccccc2)[s+]s1,109.3,x,83.5,x,98.4,91.4,74.5,141.7,96.9
COCC(Cl)/C(N)=N\S(=O)(=O)c1c(C)cc(Cl)cc1Cl (configuration not stated),99.4,96.3,92.8,x,104.8,100.8,105.9,103.0,104.5
COC(=O)Cc1[nH]cnc1C(N)=O,95.0,105.1,93.1,109.0,97.8,90.1,107.4,x,118.1
CC(=O)CCc1ccccc1,99.8,89.5,85.0,105.1,95.9,88.2,x,114.1,107.3
Nc1ccc(Cl)nc1,96.2,58.0,93.4,x,103.7,85.9,89.6,86.9,95.3
Cn1c2nc(=O)n(-c3ccccc3)c(=O)c-2nc2c1CCCC2,110.0,101.1,72.8,115.8,91.6,90.1,103.0,123.8,94.6
CN1NC(c2ccccc2)NN(C)C1=O,102.3,85.4,67.8,107.0,98.4,88.6,119.1,113.9,95.1
O=C(O)C1=CC2C=C(Cl)C=CC2OC1=O (configuration not stated),101.6,105.8,63.2,110.8,98.8,105.2,106.2,109.2,101.0
COc1ccc(S(=O)(=O)ON=C2C=C(C)C(=O)C(C)=C2)cc1,93.1,61.6,80.4,81.6,112.5,86.0,98.4,108.9,46.0
O=c1cc(N2CCOCC2)oc2c(-c3ccc4c(c3)OCCO4)csc12,9.9*,x,1.0*,-22.5*,20.2,21.8,-41.0*,-14.5*,6.2*
Cc1cc(N2CCCCC2)nc(NC2CCCC(Nc3ccnc4cc(Cl)ccc34)C2)n1 (configuration not stated),-96.0*,x,-99.0*,-81.2*,-74.9*,-72.8*,-29.0*,-61.8*,-86.2*
CCN(CC)CCCCCNc1cc(OC(=O)c2ccc(Cl)cc2)cc2cccnc12,105.9,105.8,94.7,98.9,96.8,88.8,95.6,105.9,106.2
CC(=O)O.CN1[CH-]N(Cc2ccc(C#N)cc2)c2ccccc21.[Ag+],102.7,103.6,97.4,116.7,111.1,91.1,99.7,102.8,105.7
Fc1cc(-c2nnc3sc(COc4ccc(Cl)cc4Cl)nn23)c(Cl)cc1Cl,91.6,93.6,79.4,110.4,96.2,113.6,110.0,103.3,96.5
COc1ccc(S(=O)(=O)N2CCN(Cn3nc(-c4cc(OC)c(OC)c(OC)c4)oc3=S)CC2)cc1,99.7,83.2,77.5,97.9,87.7,x,x,103.3,93.8
COc1cc(/C=N/N=C2\C(=O)Nc3ccc(F)cc32)ccc1F,106.8,111.8,80.3,x,93.4,93.4,81.8,172.3,99.6
Clc1ccc(Nc2ccnc(N3CCN(c4ccnc5cc(Cl)ccc45)CC3)n2)cc1,48.4,34.8,-8.7*,62.6,51.4,37.7,-1.6*,60.9,41.9
CN(C)c1ccc2cc(-c3ccccc3F)c(N)nc2c1,34.0,37.5,34.0,19.1,54.9,31.6,-7.1*,34.6,41.2
CCC(C)Oc1nc2c(c(=O)n(C)c(=O)n2C)n1C (configuration not stated),113.2,x,102.8,113.9,105.8,53.5,94.5,128.2,103.3
COc1ccc(/C=C/c2ccc(/C=C/C(=O)c3ccc(Cl)cc3)cc2)cc1,91.0,92.4,80.7,114.8,99.9,107.8,75.9,x,110.2
O=C1CC(c2nc3ccccc3o2)CN1C1CCCCC1 (configuration not stated),109.5,94.3,82.4,109.3,104.1,95.0,100.8,117.5,104.6
Cc1ccc([N+](=O)[O-])c(C(=O)Nc2ccc(-c3ccc4c(c3)NC(=O)/C4=C\c3ccc[nH]3)cc2)c1,61.6,69.4,76.6,87.4,60.1,21.3,133.7,104.7,66.4
Oc1ccc(CSc2nnc(-c3ccccc3)n2-c2ccccc2)c2cccnc12,18.7,10.5,-19.8*,-4.0*,19.5,23.0,12.7,27.3,6.9*
CCC(CS(=O)(=O)O)[N+](=O)[O-] (configuration not stated),99.7,109.8,89.7,102.9,113.0,97.2,106.4,108.9,99.5

# Molecules above containing a CF3 group, in the order listed:
SMILES,786-0,CAKI-1,UO-31,RXF 393,SN12C,PC-3,A498,TK-10,ACHN
CN(CCC#N)c1ccc(/C=C(\C#N)c2cccc(C(F)(F)F)c2)cc1,74.9,49.8,53.4,71.7,72.1,61.1,74.1,69.3,76.1
Nc1cc(C(F)(F)F)c(-c2cc(N3CCOCC3)nc(N3CCOCC3)n2)cn1,-9.2*,-25.1*,-34.4*,-39.7*,-4.0*,-10.4*,-80.4*,-35.4*,-8.5*

# (cont.)
SMILES,786-0,CAKI-1,UO-31,RXF 393,SN12C,PC-3,A498,TK-10,ACHN
CC(=O)Nc1ccc(/C=N/Nc2nc3ccccc3s2)cc1,115.7,101.3,65.9,97.4,101.7,86.3,113.3,124.9,100.4
CCCSc1ccc2nc(NC(=O)CCOC)sc2c1,79.6,x,67.9,56.0,67.3,38.6,17.7,x,88.6
c1ccc(CNCCN(CCNCc2ccccn2)Cc2ccc3ccccc3c2)nc1,-46.4*,-81.8*,-79.8*,45.1,7.7*,-0.8*,-17.5*,x,-27.9*
CC1(C)NC(=O)c2[nH]c3c(Cl)c(Cl)ccc3c2C1C#N (configuration not stated),82.6,49.8,x,x,89.5,79.6,x,63.2,78.6
CC(=O)NC1C(Nc2ccc(S(=O)(=O)Nc3ncccn3)cc2)OC(CO)C(O)C1O (configuration not stated),104.0,x,84.6,110.4,103.6,100.4,x,89.3,111.0
CNc1ncnc2c1cnn2C,97.3,99.7,96.2,99.6,90.9,94.4,86.3,108.8,116.5
O=C1Nc2cc(Cl)ccc2/C1=C\c1ccc(OCc2ccc([N+](=O)[O-])cc2)cc1,51.0,64.6,50.7,64.3,79.5,59.4,81.0,x,43.0
Oc1ccc(-c2nnc(CSc3nnc(-c4ccncc4)o3)o2)cc1,96.0,91.6,80.5,118.3,97.6,94.8,115.6,106.9,96.5
Cc1cccc2cc(-c3cc4ccccc4[nH]3)/c(=N/C(=O)Nc3ccc(Cl)cc3)oc12,103.6,84.3,61.8,97.5,98.4,93.3,101.5,199.4,95.0
Cc1ccc2c(c1)[nH]c(=S)n2/C=C(\c1ccccc1)S(=O)Cc1ccccc1 (configuration not stated),101.0,93.1,83.7,106.7,101.3,89.2,82.3,103.9,95.2
CN(NC(=O)c1ccccc1)C(=O)c1ccccc1,97.6,103.3,94.4,x,99.3,98.4,91.3,116.4,99.3

# In another format: entries from further up.
# Values run as follows: 786-0 | CAKI-1 | UO-31 | RXF 393 | SN12C | PC-3 | A498 | TK-10 | ACHN
CCCSc1ccc2nc(NC(=O)CCOC)sc2c1
 : 79.6 | x | 67.9 | 56.0 | 67.3 | 38.6 | 17.7 | x | 88.6
c1ccc(CNCCN(CCNCc2ccccn2)Cc2ccc3ccccc3c2)nc1
 : -46.4* | -81.8* | -79.8* | 45.1 | 7.7* | -0.8* | -17.5* | x | -27.9*
